Screens (PubChem)
D2 ag – D2 dopamine receptor (human) agonism; P14416; HEK293 T-REx D2 cells, calcium flux agonist mode; activation, % at 2 µM; hit rate 0.53% among 340,000; AID 485358;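 active = activation over 3 SD above normal in the single-dose calcium agonist read, cut at about 30% in these data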; note: 0% is about no effect
Target sequence (P14416 whole entry, looked up): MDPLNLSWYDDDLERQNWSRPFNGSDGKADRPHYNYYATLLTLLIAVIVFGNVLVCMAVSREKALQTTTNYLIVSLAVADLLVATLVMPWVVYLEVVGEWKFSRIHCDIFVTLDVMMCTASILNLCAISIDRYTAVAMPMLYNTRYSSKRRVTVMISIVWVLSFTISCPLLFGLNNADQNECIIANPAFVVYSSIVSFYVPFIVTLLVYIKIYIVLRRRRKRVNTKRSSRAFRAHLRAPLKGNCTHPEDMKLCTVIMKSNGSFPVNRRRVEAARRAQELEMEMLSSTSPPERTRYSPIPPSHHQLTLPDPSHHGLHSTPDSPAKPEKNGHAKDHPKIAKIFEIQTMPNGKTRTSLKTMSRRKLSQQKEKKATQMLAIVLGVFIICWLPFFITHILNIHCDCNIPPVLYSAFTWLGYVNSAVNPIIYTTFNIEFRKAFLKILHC
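Agonism is scored from calcium flux in a force-coupled, inducible HEK293 cell line expressing D2, read kinetically for 180 s after compound addition against dopamine controls.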
D1 potentiator – human D1 dopamine receptor positive modulation; P21728; HEK293 TREx D1 cells, calcium flux, dopamine EC20 potentiation; potentiation, % at 10 µM; hit rate 0.036% among 360,000; AID 504651; in the data active = potentiation above about 30%; note: 0% is about no effect
D1 agonist – agonists of human D1 dopamine receptor; HEK293 T-REx D1 cells, calcium flux, agonist mode; hit rate 1% among 360,000; activation, % at 2 µM; P21728; note: 0% is about no effect
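Tetracycline-induced HEK293 TREx D1 cells, force-coupled to calcium signalling, were dye-loaded with a no-wash calcium kit. Compound was pin-added after a 10 s baseline. Fluorescence was read kinetically at 1 cycle/s for 180 s, with calcium rises flagged as agonism.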
D1 antagonist – blocks dopamine activation of the human D1 receptor; activity change, negative = inhibition, % at 10 µM; HEK293 TREx D1 cells, calcium flux, dopamine EC80; active compounds read low; hit rate 3.2% among 360,000; in the data active = activity change below about -30%; note: % is set by controls: 0 for no effect and ±100 for the full control effect
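Tetracycline-induced HEK293 T-REx cells with force-coupled D1 receptor were loaded with a no-wash calcium dye. Compound was added after a 10 s baseline and read kinetically for 180 s; EC80 dopamine was then added and calcium flux followed another 180 s.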
TRHR enhancer – allosterically enhances the human TRH receptor; enhancement, % at 2 µM; AID 493056; hit rate 0.66% among 360,000; TRHR cells, fluo-8 calcium fluorescence, EC20 TRH enhancement; P34981; in the data active = enhancement above about 30%; note: 0% is about no effect
Target sequence (P34981 whole entry, looked up): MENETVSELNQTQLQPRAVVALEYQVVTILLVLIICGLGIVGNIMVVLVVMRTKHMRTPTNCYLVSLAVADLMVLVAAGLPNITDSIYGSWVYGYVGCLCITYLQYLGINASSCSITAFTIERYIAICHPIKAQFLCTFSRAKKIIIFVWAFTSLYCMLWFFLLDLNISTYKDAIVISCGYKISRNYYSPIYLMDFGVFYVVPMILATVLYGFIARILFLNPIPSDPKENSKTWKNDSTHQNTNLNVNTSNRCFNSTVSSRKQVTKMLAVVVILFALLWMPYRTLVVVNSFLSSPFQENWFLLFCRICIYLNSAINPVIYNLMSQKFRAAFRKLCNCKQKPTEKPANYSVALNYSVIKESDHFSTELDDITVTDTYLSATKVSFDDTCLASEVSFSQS
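TRHR-expressing cells loaded with fluo-8 calcium dye were read kinetically (ex 480/em 530) during compound addition, then stimulated with an EC20 of TRH (10 nM final). Enhancement of the Gq-mediated intracellular calcium response was scored.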
D2 PAM – positively modulates the human D2 dopamine receptor allosterically; potentiation, % at 10 µM; HEK293 T-REx D2, calcium flux, EC20 dopamine potentiation; P14416; hit rate 0.34% among 340,000;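 active = potentiation over 3 SD above the plate norm, cut at about 30% in these data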; note: 0% is about no effect
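Potentiation of an EC20 dopamine calcium response is measured in a force-coupled, tetracycline-inducible Hek293 Trex D2 line. Compound-only kinetic reads over 180 s flag agonists before dopamine addition.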
TRHR ag – TRH receptor (human) agonism; P34981; TRHR cells, calcium flux fluo-8, FDSS agonist mode; activation, % at 2 µM; hit rate 0.18% among 360,000; AID 493084; note: 0% is about no effect
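Fluo-8-loaded TRHR cells; 10 s baseline, compound added, kinetic Ca2+ fluorescence read 1/s, agonist mode.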
D2 antag – antagonizes the human D2 dopamine receptor | P14416 | hit rate 2% among 340,000 | HEK293 TREx D2 cells, calcium flux, dopamine EC80 | inhibition, % at 10 µM | AID 485344; in the data active = inhibition above about 30%; note: 0% is about no effect
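Compounds are added to dye-loaded, induced HEK293 T-REx cells coupled to calcium release via D2; after a 3 min kinetic read an EC80 dopamine stimulus is given and fluorescence is recorded for 3 more min.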
RXFP1 antag – antagonists of human relaxin receptor RXFP1 | Q9HBX9 | HEK293-RXFP1, relaxin-stimulated cAMP HTRF, 30 min; active compounds read low | hit rate 0.59% among 350,000 | AID 1259400 | activity change, negative = inhibition, % at 57.5 µM;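 active = activity change of -60% or lower, but not beyond a set lower limit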; note: % is set by controls: 0 for no effect and ±100 for the full control effect
An asterisk follows results filed as active; x = no result given; & = joins results of further samples; ! = repeats disagree. Cut-off read from the data, not from the text of the source, unless noted: active = activation above about 30%; inactive = the rest.

SMILES	D2 ag	D1 potentiator	D1 agonist	D1 antagonist	TRHR enhancer	D2 PAM	TRHR ag	D2 antag	RXFP1 antag
Cc1ccc(S(=O)(=O)NCCC(=O)Nc2ncccc2O)cc1C	-0.9	-2.6	1.6	29.7	-4.5	4.9	0.0	2.2	-8.9
COc1ccc(NC(=O)N(CCc2ccccc2)Cc2cc3c(C)cc(C)cc3[nH]c2=O)cc1	-1.3	12.5	2.2	10.8	-4.1	-2.0	-0.3	-7.8	-9.3
Cc1ccc(C)n1-c1ccc(C(=O)NC2CCN(Cc3ccccc3)CC2)cc1	0.0	-3.5	4.7	-29.7	-9.1	-35.1	-0.1	84.8*	x
Cc1ccc(/C=C2\SC(=S)N(CC3CCCO3)C2=O)o1 (stereo not drawn)	-0.1	1.4	5.3	14.8	1.9	-2.5	1.5	-1.1	0.2
COc1ccc(C(C)C)cc1S(=O)(=O)N1CCN(C)CC1	-0.5	-4.2	1.1	5.2	-13.6	-6.3	-0.3	4.0	0.7
Cc1cc(C(=O)N/N=C/c2cc(Br)cc(Br)c2OC(=O)c2cccc(F)c2)n[nH]1	3.3	-0.7	5.3	8.0	5.7	-4.1	0.1	8.3	0.9
Cc1ccc(CCS(=O)(=O)c2ccc(C(C)(C)C)cc2)cn1	0.8	-0.8	10.7	-26.1	-2.5	-1.1	-0.2	10.7	-11.6
CCOC(=O)Nc1sc(C)nc1-c1ccccc1	x	-8.8	1.1	-49.2*	2.9	x	-0.1	x	-9.5
CCc1ccc(NC(=O)CSc2nc(=O)n(Cc3cccnc3)c3c2CCC3)cc1	0.6	3.1	-4.6	x	-1.5	-4.6	-0.3	x	x
COc1ccc(OC)c(-c2c3cc(O)c(=O)cc-3oc3cc(O)c(O)cc23)c1	12.8	-1.9	43.8*	-0.1	24.5	3.6	16.3	-25.5	-30.2
C/C(=N\Nc1nc(Cl)c(Cl)cc1Cl)c1ccc(S(=O)(=O)NCc2ccco2)cc1	0.6	-4.3	6.2	-11.1	-0.2	12.5	0.3	-2.1	-19.0
COc1cccc(CN2CC(C(=O)NCc3ccc(C)o3)CCC2=O)c1 (stereo not drawn)	0.5	-4.5	0.0	0.5	28.4	-4.7	0.7	2.4	3.8

Of the compounds above, 3 contain a furan ring, fused or not:
SMILES	D2 ag	D1 potentiator	D1 agonist	D1 antagonist	TRHR enhancer	D2 PAM	TRHR ag	D2 antag	RXFP1 antag
Cc1ccc(/C=C2\SC(=S)N(CC3CCCO3)C2=O)o1 (stereo not drawn)	-0.1	1.4	5.3	14.8	1.9	-2.5	1.5	-1.1	0.2
C/C(=N\Nc1nc(Cl)c(Cl)cc1Cl)c1ccc(S(=O)(=O)NCc2ccco2)cc1	0.6	-4.3	6.2	-11.1	-0.2	12.5	0.3	-2.1	-19.0
COc1cccc(CN2CC(C(=O)NCc3ccc(C)o3)CCC2=O)c1 (stereo not drawn)	0.5	-4.5	0.0	0.5	28.4	-4.7	0.7	2.4	3.8

(listing goes on)
SMILES	D2 ag	D1 potentiator	D1 agonist	D1 antagonist	TRHR enhancer	D2 PAM	TRHR ag	D2 antag	RXFP1 antag
O=C(CSc1nc2ncccc2[nH]1)NCc1ccco1	1.0	-4.9	3.2	14.9	-4.1	-9.2	1.1	-32.3	7.5
COc1ccc(NS(=O)(=O)c2ccc(OCC(=O)N3CCOCC3)cc2)cc1Cl	0.2	-3.7	8.0	-16.4	-3.7	-9.3	0.4	-16.0	-13.5
CCCN1C(=O)C2(c3ccccc31)c1c(oc3ccc(F)cc3c1=O)C(=O)N2CCCOC(C)C (stereo not drawn)	-1.3	1.4	-0.3	9.0	-1.2	9.0	-1.1	x	x
O=C(CN1CCOCC1)N1CCN(S(=O)(=O)c2ccccc2)C1c1ccccc1 (stereo not drawn)	-0.1	-0.1	0.4	-7.4	-0.9	-9.7	0.2	-8.2	6.9
CCCOc1ccc(C=Nc2ccc(OC)c(S(=O)(=O)N3CCOCC3)c2)c(O)c1	0.1	5.8	1.0	1.2	12.2	10.3	-0.5	8.1	1.0
CS(=O)(=O)NCCSCc1ccco1	0.5	-2.2	4.7	-9.1	0.1	-5.7	0.0	5.1	-3.9
COc1ccc2c(c1)sc(=N)n2CC(=O)Nc1cc(C)cc(C)c1	-2.8	-2.5	20.3	-4.6	3.4	-2.5	0.0	-8.7	6.2
Cc1cc(NS(=O)(=O)c2ccc(NC(=O)COc3c(C)ccc(C)c3C)cc2)nc(C)n1	-0.4	3.5	-1.2	-23.0	6.3	-4.4	-0.3	x	-11.5
CCOc1ccc(NC(=O)CCc2nc3cccnc3n2-c2ccccc2)cc1	-0.8	-4.9	0.8	5.4	-0.6	7.2	-2.0	x	-12.7
Nc1c(Cl)ncnc1N/N=C/c1cccnc1	0.6	-0.1	4.2	9.9	1.0	-5.4	-1.0	-7.9	8.3
CCn1c(/C=C/c2c(C)[nH]c3ccccc23)nc2ccccc2c1=O	0.9	6.2	11.2	7.5	2.2	-2.6	-0.1	-0.1	-3.2
CCc1noc(C)c1C(=O)Nc1sc(C(=O)N(C)C)c(C)c1C(=O)OC	0.2	-1.6	-1.6	5.6	-0.7	-2.7	0.1	-1.9	-3.2

Part of the list above, field by field:
Molecule: CCOc1ccc(NC(=O)CCc2nc3cccnc3n2-c2ccccc2)cc1
  D2 ag = -0.8; D1 potentiator = -4.9; D1 agonist = 0.8; D1 antagonist = 5.4; TRHR enhancer = -0.6; D2 PAM = 7.2; TRHR ag = -2.0; D2 antag = x; RXFP1 antag = -12.7

Molecule: CCc1noc(C)c1C(=O)Nc1sc(C(=O)N(C)C)c(C)c1C(=O)OC
  D2 ag = 0.2; D1 potentiator = -1.6; D1 agonist = -1.6; D1 antagonist = 5.6; TRHR enhancer = -0.7; D2 PAM = -2.7; TRHR ag = 0.1; D2 antag = -1.9; RXFP1 antag = -3.2

Further entries.
SMILES	D2 ag	D1 potentiator	D1 agonist	D1 antagonist	TRHR enhancer	D2 PAM	TRHR ag	D2 antag	RXFP1 antag
COC(=O)C1=C(C)N(Cc2ccco2)C(=O)/C1=C\c1ccc([N+](=O)[O-])cc1	x	2.8	9.6	-12.8	3.1	6.1	3.0	x	-38.1
CCC(C)Sc1cccc(-c2nc3ccc(Cl)cn3c2NCc2ccccc2)c1 (stereo not drawn)	-0.4	-5.3	2.2	3.0	-4.0	3.1	0.2	-1.5	x
COc1ccc(N2CCN(C(=O)/C=C/c3ccco3)CC2)cc1	2.0	-1.2	1.4	7.0	6.8	1.7	-0.6	0.3	1.2
Cc1cc(C)c2oc(C(=O)Nc3ccc(S(=O)(=O)Nc4ncccn4)cc3)cc(=O)c2c1	1.0	-2.1	1.1	-22.4	7.5	5.2	0.2	x	4.7
N#Cc1c(-c2ccccc2)nc(SCC(=O)N2c3ccccc3Sc3ccccc32)[nH]c1=O	-1.5	9.5	5.1	-0.7	1.4	10.1	-0.2	11.1	1.6
COc1cc(OC)cc(-c2cc3nc(C4CCN(C(=O)OC(C)(C)C)CC4)cc(=O)n3[nH]2)c1	0.3	1.4	-0.4	5.0	16.1	16.5	-0.7	-5.4	8.7
COCCSc1nnc(NC(=O)C2CC(=O)N(c3ccccc3)C2)s1 (stereo not drawn)	1.2	-3.1	4.4	-0.6	-3.5	-1.7	0.8	-3.5	-3.7
Fc1ccc(Nc2c(-c3ccco3)nc3ccccn23)cc1	-1.1	1.0&10.4	-0.9&3.2	-2.6&-5.1	31.1*!	15.3&17.7	-0.3&-0.2	0.7	-6.1&3.6
CCOc1ccc(-c2nnc(SCC(=O)c3ccccc3)n2-c2ccccc2)cc1	0.3	3.5	0.2	0.5	-4.3	5.8	0.6	x	x
Cc1cc([N+](=O)[O-])nn1CCCC(=O)Nc1cc(Oc2ccccc2)cc([N+](=O)[O-])c1	-0.1	1.4	2.4	-8.3	-7.0	1.3	0.3	-22.0	2.8
Cc1nn(CC(=O)N(C)C)c(=O)c2ccccc12	0.6	-3.6	2.1	-2.9	6.0	-4.2	0.0	10.4	-4.2
CCC(=O)NCCc1nc2ccccc2n1Cc1ccccc1	0.7	-1.6	-1.2	6.6	-3.8	-9.4	0.1	-4.8	-4.9
C=Cc1cccc(NC(=O)c2ccc(NC(=O)c3ccco3)cc2)c1	-0.1	-8.8	5.8	-10.8	-2.4	10.2	-0.8	1.5	-13.9
COc1ccc(C2c3c(ncn(CCCO)c3=N)Oc3ccc4ccccc4c32)cc1OC (stereo not drawn)	0.9	2.9	0.9	0.6	8.4	11.6	0.3	x	-5.0
COc1ccc(N(Cc2ccc(N(C)C)cc2)C(=O)c2ccc(S(C)(=O)=O)cc2)cc1	-1.3	-3.8	-1.1	23.4	19.4	5.5	-1.8	-13.2	-3.0
O=C(NCCc1ccccc1)C1CCN(S(=O)(=O)c2ccccc2)CC1	0.5	2.0	3.0	-0.7	2.2	8.1	-0.8	-0.9	-1.7
COCC1CCCCN1Cc1cn[nH]c1-c1ccc(OC)cc1OC (stereo not drawn)	1.2	1.0	0.6	-7.8	15.9	11.0	0.1	-1.9	-0.5
Cc1cc(C)n(-c2cc(-n3nc(C)cc3C)ncn2)n1	0.1	2.0	-1.0	0.1	6.4	0.8	-0.1	-12.8	3.4
O=C(CSc1nnc(Cn2c(=O)sc3ccccc32)n1-c1ccccc1)N1CCOCC1	-1.0	-2.8	6.8	-6.1	4.9	6.6	-0.8	7.9	1.0
Cc1ccccc1NC(=O)c1nc2nccc(C)n2n1	0.6	-2.3	0.2	0.4	-0.2	7.6	0.2	8.7	x
COc1cccc(NC(=O)c2cc3c(=O)n4ccccc4nc3n(CC(C)C)c2=N)c1	-0.1	7.9	3.5	15.2	2.8	-5.2	-0.1	2.5	x
Cc1ccc(N2C(=O)CCC(C(=O)O)C2c2cccs2)cc1 (stereo not drawn)	0.7	-5.7	6.4	-4.4	21.8	-11.8	-0.6	2.1	-4.1
CCOC(=O)c1cnc2cc(C(F)(F)F)ccc2c1N1CCN(c2cccc(Cl)c2)CC1	-0.5	0.7	2.7	-15.8	5.4	2.1	-3.2	x	-16.4
Cc1ccc(/C=N/NC(=O)c2c(-c3ccccc3)noc2C)o1	-1.2	1.4	0.1	-4.2	-1.6	-3.1	-1.0	12.2	-4.9
CCOc1ccc(C(=O)Nc2cc(NC(=O)c3ccco3)ccc2OC)cc1Br	-0.8	-2.0	-0.2	9.8	1.4	-3.6	-0.4	x	4.5
O=C(COc1ccc2c(c1)OCO2)Nc1cccc(F)c1	-4.5	x	3.3	-43.8*	-4.3	-1.0	-0.4	-25.7	-5.1
CCOc1ccc(NC(=O)COc2cccc3c2CCN(Cc2cccnc2)C3=O)cc1	0.2	-7.5	3.2	-6.3	-7.3	22.3	2.8	10.3	-13.5
Cc1nc2ccccc2n1C(=O)N(C)C	0.8	0.1	5.0	14.0	15.2	-5.9	0.4	-6.9	-0.8
CCOc1ccc(NC(=O)c2ccc(NC(=O)CN3C(=O)C(=O)N(CC(C)C)C3=O)cc2)cc1	0.8	1.1	2.6	18.6	-3.0	6.9	2.2	-10.2	-16.8
O=C(OCCNC(=O)c1cc2ccccc2oc1=O)c1cccnc1	-0.8	2.5	1.8	7.2	4.7	-4.1	-0.2	-3.5	-23.5
CC(=O)c1ccc(N2CCN(S(=O)(=O)c3c(C(=O)N4CCCCC4)c(C)n(C)c3C)CC2)cc1	0.0	2.2	2.8	4.1	-0.4	7.2	-0.3	-2.3	-2.4
CCOc1ccccc1CN1CCNC(=O)C1CC(=O)N(C)CCC1CCOCC1 (stereo not drawn)	0.4	0.1	1.3	-15.7	6.1	8.7	-0.2	-0.1	7.6
